Bioassay records from PubChem.
BioA inh = M. tuberculosis BioA enzyme inhibitors, primary screen, biochemical, plate reader, single point, HTS. AID 602481, 2012. 7,8-diaminopelargonic acid synthase BioA (Mycobacterium tuberculosis). inhibition, % at 9.99 µM. purified M. tuberculosis BioA enzyme. actives 0.096% (n = 360,000); in the data active = inhibition above about 40%
Mtb UGM inh = M. tuberculosis UGM enzyme inhibitors, primary screen, biochemical, fluorescence polarization, single point; UDP-galactopyranose mutase (Mycobacterium tuberculosis (strain ATCC 25618 / H37Rv)), …; purified UGM, fluorescence polarization probe displacement; inhibition, % at 10 µM; actives 0.06% (n = 320,000); AID 504406, 2011; in the data active = inhibition above about 10%, passing the limit was not always enough
GDH-TPI counter = GDH-TPI coupling enzyme inhibitors, primary screen, artefact control for M. tuberculosis FBA inhibitor project, biochemical, absorbance, full deck; inhibition, % at 4.8 µM; AID 588335, 2011; GDH-TPI coupled enzyme counterscreen, NADH absorbance; actives 1.2% (n = 360,000); in the data active = inhibition above about 30%;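 also: 0% = DMSO wells and 100% = wells lacking the enzyme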
Yp Topo-I inh = Yersinia pestis topoisomerase I inhibitors, primary screen, biochemical, cleavage product accumulation, plate reader, single point; Y. pestis Topo-I cleavage product accumulation; AID 504884, 2011; DNA topoisomerase I (Yersinia pestis CO92); actives 0.064% (n = 360,000); activity, % at 10 µM; in the data active = activity above about 50%, passing the limit was not always enough; also: inactives centre near 2
PfHsp40 rescue = rescue of yeast from PfHsp40 toxicity, primary screen, S. cerevisiae, ATP luminescence; actives 0.68% (n = 340,000); growth rescue, % at 12.5 µM; S. cerevisiae expressing PfHsp40, growth rescue; in the data active = growth rescue above about 28%, passing the limit was not always enough;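 also: yeast W303a lacking pdr1 and pdr3 grown in galactose medium; growth measured after three days at 30 °C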
TcdB GH inh = TcdB glycohydrolase inhibitors, primary screen, biochemical, single point, plate reader; inhibition, % at 9.99 µM; Toxin B (Clostridioides difficile), P18177; TcdB glycohydrolase enzymatic assay; actives 0.24% (n = 350,000); in the data active = inhibition above about 10%
Target sequence (P18177 whole entry, looked up): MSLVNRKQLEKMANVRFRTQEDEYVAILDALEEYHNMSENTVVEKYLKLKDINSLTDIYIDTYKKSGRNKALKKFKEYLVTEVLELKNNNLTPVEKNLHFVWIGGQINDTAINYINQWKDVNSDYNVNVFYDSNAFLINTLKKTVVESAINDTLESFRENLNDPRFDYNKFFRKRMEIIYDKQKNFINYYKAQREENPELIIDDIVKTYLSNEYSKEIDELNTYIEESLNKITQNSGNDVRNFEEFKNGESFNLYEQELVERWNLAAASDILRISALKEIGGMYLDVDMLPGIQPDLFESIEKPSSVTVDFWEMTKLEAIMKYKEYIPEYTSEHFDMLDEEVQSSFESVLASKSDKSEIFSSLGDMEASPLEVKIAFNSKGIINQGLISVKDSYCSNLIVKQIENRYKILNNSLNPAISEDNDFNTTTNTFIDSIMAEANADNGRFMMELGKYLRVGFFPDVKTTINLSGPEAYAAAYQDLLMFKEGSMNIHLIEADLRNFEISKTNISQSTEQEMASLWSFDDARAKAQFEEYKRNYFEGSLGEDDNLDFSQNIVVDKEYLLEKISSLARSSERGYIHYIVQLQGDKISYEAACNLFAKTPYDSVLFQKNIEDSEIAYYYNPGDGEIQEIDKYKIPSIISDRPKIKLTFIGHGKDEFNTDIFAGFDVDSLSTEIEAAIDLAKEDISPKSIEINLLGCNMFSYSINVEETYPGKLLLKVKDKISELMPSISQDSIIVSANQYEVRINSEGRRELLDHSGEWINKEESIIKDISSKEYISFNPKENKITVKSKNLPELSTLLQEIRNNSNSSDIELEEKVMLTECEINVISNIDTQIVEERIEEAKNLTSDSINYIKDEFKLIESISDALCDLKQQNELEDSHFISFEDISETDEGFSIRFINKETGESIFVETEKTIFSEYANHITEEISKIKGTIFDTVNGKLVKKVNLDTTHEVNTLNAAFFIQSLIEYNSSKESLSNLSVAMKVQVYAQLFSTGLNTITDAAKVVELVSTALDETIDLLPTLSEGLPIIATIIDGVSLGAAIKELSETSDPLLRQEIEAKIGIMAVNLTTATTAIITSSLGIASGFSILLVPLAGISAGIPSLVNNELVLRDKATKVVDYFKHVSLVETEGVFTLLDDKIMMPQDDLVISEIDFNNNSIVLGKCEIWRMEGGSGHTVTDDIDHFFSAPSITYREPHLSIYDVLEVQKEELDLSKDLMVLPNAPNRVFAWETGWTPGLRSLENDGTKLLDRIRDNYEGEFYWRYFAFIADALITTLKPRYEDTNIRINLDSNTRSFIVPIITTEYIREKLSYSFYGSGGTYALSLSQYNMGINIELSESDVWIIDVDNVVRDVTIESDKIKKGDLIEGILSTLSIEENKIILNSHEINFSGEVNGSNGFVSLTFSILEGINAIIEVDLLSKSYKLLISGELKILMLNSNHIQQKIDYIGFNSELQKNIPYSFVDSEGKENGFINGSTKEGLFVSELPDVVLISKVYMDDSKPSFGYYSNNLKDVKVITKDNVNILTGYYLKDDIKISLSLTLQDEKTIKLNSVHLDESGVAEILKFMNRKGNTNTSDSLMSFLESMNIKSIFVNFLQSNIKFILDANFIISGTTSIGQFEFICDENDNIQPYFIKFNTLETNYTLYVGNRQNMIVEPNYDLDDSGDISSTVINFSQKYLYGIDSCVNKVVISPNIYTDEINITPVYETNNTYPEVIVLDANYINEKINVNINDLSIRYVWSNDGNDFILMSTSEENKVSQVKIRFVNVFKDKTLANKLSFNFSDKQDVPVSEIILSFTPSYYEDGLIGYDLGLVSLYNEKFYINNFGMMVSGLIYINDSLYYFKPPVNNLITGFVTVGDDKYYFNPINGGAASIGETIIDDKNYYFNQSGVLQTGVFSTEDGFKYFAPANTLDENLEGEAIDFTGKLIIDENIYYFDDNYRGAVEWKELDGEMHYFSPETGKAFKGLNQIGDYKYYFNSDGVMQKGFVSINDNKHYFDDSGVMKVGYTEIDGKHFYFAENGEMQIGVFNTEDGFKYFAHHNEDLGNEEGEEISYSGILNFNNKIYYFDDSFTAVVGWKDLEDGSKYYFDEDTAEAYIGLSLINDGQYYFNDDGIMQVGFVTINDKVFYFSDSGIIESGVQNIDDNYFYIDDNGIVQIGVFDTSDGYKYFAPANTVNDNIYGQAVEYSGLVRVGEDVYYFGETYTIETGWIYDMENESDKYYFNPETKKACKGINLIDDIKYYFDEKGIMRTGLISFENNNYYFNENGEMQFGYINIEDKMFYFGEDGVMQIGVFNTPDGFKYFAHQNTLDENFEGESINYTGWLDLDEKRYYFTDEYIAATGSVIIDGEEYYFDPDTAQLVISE
FadD28 binding = inhibitors of FadD28 bisubstrate probe binding, primary screen, biochemical, fluorescence polarization, single point; inhibition, % at 12.5 µM; actives 0.22% (n = 360,000); in the data active = inhibition above about 8.5%, passing the limit was not always enough
BH1578 lux ind = inducers of Vibrio cholerae quorum light production without autoinducers, primary screen, BH1578 luxS cqsA deficient, single point | V. cholerae BH1578 lux reporter, luminescence, 6 h | activation, % at 18.7 µM | actives 0.16% (n = 350,000); in the data active = activation mostly above about 9.7%, no sharp cut-off; also: not every result past the cut was called active; inactives centre near 0; reference of the scale not given here
Mtb FBA inh = Mtb FBA enzyme inhibitors, primary screen, biochemical, fluorescence, strain H37Rv. Fructose-bisphosphate aldolase (Mycobacterium tuberculosis (strain ATCC 25618 / H37Rv)), …. inhibition, % at 1 µM. actives 2.3% (n = 360,000). purified M. tuberculosis FBA, fluorescence read-out; in the data active = inhibition above about 27%;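 also: 0% = vehicle and 100% = reference inhibitor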
An asterisk follows results filed as active; i = inactive; . = no result given.

Below each compound – GDH-TPI counter | BH1578 lux ind | BioA inh | TcdB GH inh | PfHsp40 rescue | Mtb UGM inh | FadD28 binding | Mtb FBA inh | Yp Topo-I inh
Cc1ccc(-c2nc(-c3cccnc3)sc2CC(=O)Nc2ccc(C)c(Cl)c2)cc1
 : 20 | -0.3 | . | . | -0.2 | 1.9 | -1.0 | 3 | -8
COc1ccc(CNc2ncccc2[N+](=O)[O-])cc1
 : 2 | i | -1.2 | -13 | -1.5 | 1.8 | -0.8 | 0 | -3
CC(=O)Nc1c(Br)cc2c(c1Br)C(=O)c1ccccc1-2
 : 1 | i | . | 0.6 | -1.6 | . | -4.9 | -4 | 0
Cc1ccc(S(=O)(=O)N(C)Cc2ccc(C(=O)N/N=C3\CCCC(=O)C3)cc2)cc1
 : 14 | -0.2 | -4.8 | 0.6 | -0.4 | 1.4 | -1.6 | -1 | 7
COc1cccc(C(=O)NCCCNC(=O)c2cccc(OC)c2)c1
 : 1 | 0.0 | -0.7 | 0.5 | 2.1 | -0.7 | -4.1 | 1 | 0
CC(=O)Nc1ccc(-c2noc(-c3csc([C@@H]4C[C@H](O)[C@@H](CO)O4)n3)n2)cc1
 : 0 | i | 0.6 | 0.8 | . | . | -3.9 | 1 | 10
CCOC(=O)COc1c(C=O)cc(Br)cc1OC
 : 10 | -0.2 | 18 | . | 1.0 | 0.1 | -3.0 | 1 | -3
NC(=S)NC(c1ccccc1)c1ccncc1 (centres undefined)
 : 4 | -0.1 | . | 1.0 | 0.5 | -1.2 | -1.7 | 1 | -2
Cc1ccc(-n2c(C)cc(/C=N/NC(=O)c3ccncc3)c2C)cc1
 : 26 | i | 0.2 | . | 0.1 | 0.2 | -2.0 | -1 | 19
CC(=O)Nc1cccc(OC(=O)c2ccoc2C)c1
 : -3 | i | -0.1 | . | 0.4 | 3.0 | -5.3 | -5 | -11
CNc1nc(NCCOc2ccccc2Cl)c2sccc2n1
 : -6 | i | 1.8 | 1.8 | . | . | -3.1 | 1 | -3
COc1cc(CNn2nnnc2N)ccc1OCc1c(Cl)cccc1Cl
 : -7 | -0.3 | 2.7 | . | 0.4 | 2.3 | -6.2 | -5 | 29
Cc1ccc(/C=C2\SC(=S)N(CCC(=O)NNC(=O)c3ccc(O)cc3)C2=O)cc1
 : 8 | -2.0 | -0.4 | 0.8 | 1.8 | -1.2 | 2.7 | -7 | -3
Cc1cc(C)cc(C(=O)N2CCN(Cc3ccc4c(c3)OCO4)CC2)c1
 : 6 | 0.4 | 1.8 | 2.3 | -0.3 | -2.9 | -0.2 | 1 | 25
Cc1c(CN2CCC(CO)(CCOc3ccccc3)CC2)[nH]c2c(Cl)cccc12
 : 3 | i | . | 2.2 | -1.8 | -0.7 | -2.2 | -1 | -2
COc1ccc(N2CCN(CC(=O)Nc3ncc(C)s3)CC2)cc1
 : 7 | i | -0.9 | -0.2 | -0.9 | -2.8 | -1.5 | 4 | -3
CO/N=C(/CS(=O)(=O)c1ccc(Br)cc1)c1ccc(OC)cc1
 : -2 | i | -0.6 | . | 1.0 | 4.4 | -6.2 | -2 | 14
CC(C)(C(=O)c1ccccc1)/[N+]([O-])=C/c1ccc(Br)cc1
 : -1 | 1.0 | -2.7 | 0.7 | -1.4 | 0.7 | 0.8 | 5 | -8
O=C(NCc1ccco1)c1cc(NS(=O)(=O)c2cccc([N+](=O)[O-])c2)ccc1O
 : 2 | 2.9 | . | -1.5 | 0.6 | 3.4 | 3.4 | 4 | 3
CS(=O)(=O)N(Cc1ccccc1)c1ccc(C(=O)N2CCc3ccccc3C2)cc1
 : 0 | i | 1.3 | . | -0.2 | -1.1 | -1.2 | -4 | 17
CCOC(=O)Cn1cc(C(=O)OC)c2ccccc21
 : -5 | -1.3 | 4.4 | . | 1.4 | -0.7 | -3.2 | 1 | 1
CCCC(=O)NCCc1cc2ccc(OC)cc2[nH]c1=O
 : -6 | -5.9 | -0.6 | . | -1.0 | -0.5 | 0.4 | -1 | -1
CC(=O)Oc1c(C(C)C)cc(N(C(C)=O)c2ccccc2)cc1C(C)C
 : -10 | -0.5 | . | 0.3 | -1.2 | -0.6 | 0.0 | 1 | 13
C=CCOC(=O)C1=C(C)N=C2SCCC(=O)N2C1/C=C/c1ccccc1OC (centres undefined)
 : 6 | -0.2 | . | -0.3 | 0.5 | 1.1 | -0.6 | -1 | 37
COC(=O)C1=NNC(C(=O)OC)C1c1ccccc1 (centres undefined)
 : -6 | i | . | -0.3 | -2.1 | . | -3.6 | -1 | 6
NC(=O)C1CCN(C(=O)c2cccc(CN3C(=O)c4ccccc4C3=O)c2)CC1
 : 2 | 7.1 | 2.1 | -0.7 | 1.9 | -1.1 | -0.5 | -1 | 5
Cc1ccc(OCc2nnc(SCC(N)=O)n2N)cc1
 : 1 | -3.6 | . | 2.3 | -0.6 | -0.8 | -1.4 | -3 | 4
CN1Cc2sc(N)c(C#N)c2CC1(C)C
 : 7 | -0.2 | . | . | 0.7 | 2.8 | 1.9 | 12 | -2
O=C(O)CSCC(=O)Nc1ccc(C(F)(F)F)cc1
 : -4 | i | . | 0.7 | -0.9 | 0.2 | -2.3 | 0 | -7
COc1ccc(C(=O)CSc2n[nH]c(=O)n2Cc2ccco2)cc1
 : 5 | -0.5 | . | 1.8 | -1.2 | -2.2 | -1.6 | -1 | 5

Nothing new here: an excerpt of the list.
Below each compound – GDH-TPI counter | BH1578 lux ind | BioA inh | TcdB GH inh | PfHsp40 rescue | Mtb UGM inh | FadD28 binding | Mtb FBA inh | Yp Topo-I inh
NC(=O)C1CCN(C(=O)c2cccc(CN3C(=O)c4ccccc4C3=O)c2)CC1
 : 2 | 7.1 | 2.1 | -0.7 | 1.9 | -1.1 | -0.5 | -1 | 5
Cc1ccc(OCc2nnc(SCC(N)=O)n2N)cc1
 : 1 | -3.6 | . | 2.3 | -0.6 | -0.8 | -1.4 | -3 | 4

Grouped by structure, the compounds so far containing a nitro group on carbon (two)
Below each compound – GDH-TPI counter | BH1578 lux ind | BioA inh | TcdB GH inh | PfHsp40 rescue | Mtb UGM inh | FadD28 binding | Mtb FBA inh | Yp Topo-I inh
COc1ccc(CNc2ncccc2[N+](=O)[O-])cc1
 : 2 | i | -1.2 | -13 | -1.5 | 1.8 | -0.8 | 0 | -3
O=C(NCc1ccco1)c1cc(NS(=O)(=O)c2cccc([N+](=O)[O-])c2)ccc1O
 : 2 | 2.9 | . | -1.5 | 0.6 | 3.4 | 3.4 | 4 | 3

More compounds follow.
Below each compound – GDH-TPI counter | BH1578 lux ind | BioA inh | TcdB GH inh | PfHsp40 rescue | Mtb UGM inh | FadD28 binding | Mtb FBA inh | Yp Topo-I inh
COCCN(C(=O)COC(=O)CNC(=O)c1ccc(C)cc1)c1c(N)n(Cc2ccccc2)c(=O)[nH]c1=O
 : -4 | 5.0 | -0.2 | 3.6 | -1.6 | . | -2.9 | -2 | 5
Cn1c2c(c(=O)n(C)c1=O)C1(C(=O)Nc3ccccc31)C(C#N)=C(N)O2 (centres undefined)
 : -2 | -0.3 | -1.4 | . | -0.5 | -0.3 | -0.2 | 1 | -10
O=C(COc1ccccc1C(=O)NCC1CCCO1)Nc1ccc(Br)cc1 (centres undefined)
 : -6 | -0.3 | -0.7 | 0.0 | 0.8 | -2.5 | -2.8 | 3 | 14
c1ccc(CCNc2c3c(nc4ncnn24)CCC3)cc1
 : 1 | -0.2 | 5.1 | . | -1.1 | 2.8 | -4.0 | 0 | 1
Cc1cc(/C=C2\SC(N)=NC2=O)c(C)n1-c1ccc(F)cc1
 : 5 | -0.2 | . | 0.2 | -0.4 | -1.5 | -1.6 | 1 | 11
CCC(=O)N1CCC(C)(C(=O)Nc2nccc3ccccc23)C1 (centres undefined)
 : 15 | i | -0.3 | -2.9 | . | . | -1.8 | 5 | 1
CC(C)c1ccc(N=Nc2c(O)[nH]c(=O)[nH]c2=O)cc1
 : 8 | -0.4 | -2.6 | -0.9 | -0.4 | -5.6 | 0.6 | 0 | -11
COc1cccc(CNC(=O)Cc2ccc(NC(=O)C3=C(C)OCCS3)cc2)c1
 : 13 | -3.1 | -0.7 | 2.4 | -1.2 | -0.7 | 0.0 | 2 | -2
COc1cccc(CN(C)C(=O)c2ccc(Cl)c(S(=O)(=O)N3CCCCCC3)c2)c1OC
 : 5 | -4.0 | 0.6 | 2.2 | -1.2 | . | -2.6 | -1 | 22
COc1ccc(C(=O)Oc2ccc3ccc(=O)oc3c2)cc1OC
 : 7 | -0.9 | -1.0 | -5.4 | -0.8 | 2.3 | -2.1 | 41* | 3
Cn1c(-c2ccc(F)cc2)cnc1NCc1ccc(C#N)cc1
 : 1 | i | 0.6 | 1.5 | -1.9 | -1.2 | -2.0 | 0 | 5
Cn1c(=O)oc2cc(S(=O)(=O)N3CCC(C(=O)NCc4cccs4)CC3)ccc21
 : -9 | -0.1 | -1.1 | 1.6 | 1.0 | -0.5 | -1.0 | 3 | -4
COc1ccc(OCc2nc(C#N)c(NCCCn3ccnc3)o2)cc1
 : 4 | -0.5 | . | 0.0 | 0.5 | -0.4 | -0.4 | 1 | -2
CCOC(=O)C1(CCOc2ccccc2)CCN(Cc2cnc(C)[nH]2)CC1
 : 0 | i | . | 2.1 | -0.7 | -0.9 | -2.1 | 0 | 11
COc1ccc(S(=O)(=O)NCC2CCCN(C(=O)CNC(C)=O)C2)cc1 (centres undefined)
 : 2 | i | . | -1.4 | -2.0 | 0.7 | -0.6 | 1 | 7
Cc1ccc(NC(=O)c2sccc2-n2cccc2)c(Cl)c1
 : 10 | -0.1 | . | 1.5 | 1.0 | 2.8 | 0.3 | 5 | -6
O=C(O)c1ccc(CSc2ncn[nH]2)cc1
 : -3 | i | -0.4 | 0.2 | -0.1 | -2.6 | 0.4 | 1 | -1
CCNc1nc2c(c(=O)n(C)c(=O)n2C)n1CCCc1ccccc1
 : 5 | i | -0.8 | 1.1 | 0.4 | 0.2 | -3.9 | 2 | -4
O=C(O)C1CCCN1S(=O)(=O)c1ccc(Br)s1 (centres undefined) (tested in a mixture with another compound)
 : -1 | i | -1.1 | 0.5 | -1.4 | -0.7 | -1.6 | -1 | 2
COC(=O)c1ccc(Cl)c(NC(=O)Cc2ccccc2[N+](=O)[O-])c1
 : 13 | 6.2 | . | 0.4 | -0.3 | -1.8 | 0.5 | 1 | -2
O=S(=O)(c1ccc(NC(=S)N2CCN(c3ccc(O)cc3)CC2)cc1)N1CCOCC1
 : 1 | i | 1.8 | -3.2 | -0.5 | -2.9 | 0.4 | 4 | 3
O=[N+]([O-])c1cc(Br)c(O)c(/C=N/Nc2nc3ccccc3s2)c1
 : 3 | 0.7 | -0.2 | 1.3 | 0.7 | . | 1.0 | 5 | -20
COc1ccc(CC(=O)Nc2ccc(S(=O)(=O)Nc3cc(C)nc(C)n3)cc2)cc1OC
 : 9 | i | -0.9 | -0.4 | . | . | -1.0 | -2 | -1
CN(Cc1ccccc1)C(=O)c1csc([C@@H]2C[C@H](O)[C@@H](CO)O2)n1
 : 9 | -1.3 | -1.0 | -0.4 | . | . | -1.8 | -2 | -3
Cc1cccc(N2C(=O)/C(=C\c3ccc(C(=O)O)cc3)c3ccccc3C2=O)c1
 : 1 | -0.3 | . | 0.1 | -0.3 | 4.5 | -0.4 | 3 | 13
CN(CCc1ccccn1)C(=O)Nc1cccc(Cl)c1
 : 1 | -0.1 | -1.0 | 0.7 | -0.3 | 2.1 | -3.9 | 1 | 4
Cc1ccc(NC(=O)CCNS(=O)(=O)c2ccc3c(c2)oc(=O)n3C)cc1
 : 8 | i | -0.5 | . | 0.8 | 3.3 | -0.8 | 2 | 0
c1ccc(N2OCC3Cn4c(nc5ccccc54)C32)cc1 (centres undefined)
 : 1 | i | -3.5 | 0.4 | 9.5 | -1.3 | -0.7 | 6 | -5

This is a random part of the collection; about 4.6% have a hit in one of these screens.
